# Salmonella PhoP GFP = Inhibition of PhoP regulon, Salmonella typhi GFP reporter cells, confirmation, 4 h (AID 1850); Salmonella Typhi PhoP-promoter GFP reporter, fluorescence, 4 h; higher % means a stronger effect; hit rate 0.33% among 310,000; one-dose inhibition, % at 50 µM; IC50 in µM for titrated hits; in the data active = a potency from the dose series; inconclusive = inhibition mostly from about 25% at the one dose, without a potency; inactive = the rest, 99 in 100 with inhibition below about 19%;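 note: 0% = induced wells with vehicle and 100% = uninduced wells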
# H37Rv inhibition = M. tuberculosis growth inhibition, HTS (AID 449762) | hit rate 0.59% among 330,000 | one-dose inhibition, % at 25 µM; IC50 in µM for titrated hits | M. tuberculosis H37Rv growth inhibition, 7H9 media; higher % means a stronger effect; in the data active = a potency from the dose series; inconclusive = inhibition above about 70% without an active follow-up result;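 note: bacterial growth assessed after seven days of incubation; strong numbers were not always called active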
# inhibitors of VEEV = inhibitors of VEEV TC-83 cytopathic effect, confirmation, Vero cells (AID 588727) | hit rate 0.13% among 350,000 | inhibition, % at 20 µM; hits with a dose series show IC50 in µM | Vero cells, VEEV TC-83 cytopathic effect inhibition; higher % means a stronger effect; in the data active = a potency from the dose series; inconclusive = inhibition mostly from about 14% at the one dose, without a potency; inactive = the rest, 99 in 100 with inhibition below about 12%; note: strong numbers were not always called active
# influenza NS1A = NS1A inhibition, H1N1 influenza, cell based functional assay (AID 504329) | NS1A functional cell-based assay, percent inhibition; higher % means a stronger effect | hit rate 0.3% among 340,000 | inhibition, % at 12.5 µM; hits with a dose series show IC50 in µM; in the data active = a potency from the dose series; inconclusive = inhibition above about 27% without an active follow-up result; note: strong numbers were not always called active
# M. tuberculosis = growth inhibition of non-replicating M. tuberculosis (AID 488890); inhibition, % at 25 µM, or IC50 in µM where a hit was titrated; hit rate 0.39% among 320,000; Mycobacterium tuberculosis non-replicating, growth inhibition; higher % means a stronger effect; in the data active = a potency from the dose series; inconclusive = inhibition mostly from about 82% at the one dose, without a potency; inactive = the rest, 99 in 100 with inhibition below about 76%;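 note: plate controls were DMSO cells for no effect and high antibiotic wells for full effect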
# inhibitors of VEEV 10K pilot screen = recorded beside inhibitors of VEEV, whose call it bears; inhibition, %; measured here: 10K pilot screen inhibition
# Numbers without * were called inactive; i = inactive; ? = inconclusive; . = not tested or not shown.
SMILES,Salmonella PhoP GFP,H37Rv inhibition,inhibitors of VEEV,influenza NS1A,M. tuberculosis,others
Cc1cc(C)c(C)c(S(=O)(=O)Nc2cccc(S(=O)(=O)Nc3ccccc3C(=O)O)c2)c1C,.,3%,5.6%,0%,0%,
CCN(CC)CCOC(=O)c1ccc(NC(=O)CCCN2C(=O)S/C(=C/c3ccc(OC)cc3)C2=S)cc1,-20%,62%,?,19%,73%,
C#CCOCCOCCOCCNc1nc(N2CCN(C(=O)CCCCCCCCCCNC(=O)Cn3cc(C[C@@H](C)O)nn3)CC2)nc(N2CCN(C(=O)CCCCCCCCCCNC(=O)Cn3cc(C[C@@H](C)O)nn3)CC2)n1,0%,2%,4.6%,-7%,-4%,inhibitors of VEEV 10K pilot screen=3.2
CC(=O)Nc1ccc(OC(=O)C(CCS(C)(=O)=O)N2C(=O)c3ccccc3C2=O)cc1 (stereo not given),-5%,-5%,2.0%,1%,-2%,
COc1ccc(/C=N/n2c(=O)[nH]c3c([nH]c4ccc(F)cc43)c2=O)cc1CN1CCCCC1,8%,-6%,1.1%,1%,12%,
Cc1ccnc(NC(=O)c2cnc(Cl)c(Cl)c2)c1,9%,64%,1.9%,10%,?,
CC(C)N(c1nnc(N)s1)C(C)C,6%,-4%,0.2%,5%,-3%,
O=C(N/N=C/c1ccc(O)cc1)c1cc(-c2ccc3c(c2)OCO3)n[nH]1,-1%,1%,1.4%,2%,-3%,
C=C(C)C(=O)Nc1cccc(C2=NOC3(C2)C[C@@H](C(N)=O)N(C(=O)C(=C)C)C3)c1 (stereo not given in full),-4%,-2%,1.3%,10%,-14%,
O=C(c1ccccc1Cl)N1CCC(O)(c2cccnc2)CC1,-2%,-5%,0.7%,-2%,16%,
O=C(COC(=O)c1ccc2ccccc2c1)NCCCc1ccccc1,9%,2%,0.2%,1%,74%,
COc1ccc(NC(=O)NNC(=O)c2ccccc2-n2cccc2)cc1OC,1%,0%,1.0%,-4%,-1%,
CC1CN(C(=O)c2ccc(CNS(=O)(=O)c3cccc(C(F)(F)F)c3)cc2)CC(C)O1 (stereo not given),-8%,-1%,i,4%,1%,
CN1CCN(CC(=O)Nc2ccc(OC(F)(F)F)cc2)CC1,3%,6%,i,17%,5%,
Cc1nnc(NC(=O)CCS(=O)(=O)Cc2ccccc2)s1,9%,-7%,i,8%,58%,
NC(=O)CC(NC(=O)c1ccc(Cl)cc1)C(=O)NCCc1ccc(S(N)(=O)=O)cc1 (stereo not given),-5%,4%,i,-9%,7%,
O=C(O)CCN1C(=O)c2ccc(NC(=O)COc3ccccc3)cc2C1=O,0%,-9%,0.8%,2%,-8%,
CC(=O)Nc1ccc(NC(=O)CCC(=O)OCC(=O)c2cccc([N+](=O)[O-])c2)cc1,-18%,2%,1.1%,-1%,-17%,
CC(=O)c1ccc(NC(=S)NNC(=O)NC2CCCCC2)cc1,5%,2%,1.7%,2%,9%,
COc1ccccc1C(=O)Nc1ccc2ccccc2c1,4%,2%,2.2%,-2%,-2%,
O=C1c2ccccc2C(=O)C1c1ccc(O)cc1,-12%,8%,4.5%,4%,24%,
CN(c1ccccc1)S(=O)(=O)c1cc(C(=O)N2CCN(c3ncccn3)CC2)ccc1Cl,.,4%,?,5%,4%,
NS(=O)(=O)c1ccc(NC2=CC(=O)C(=O)c3ccccc32)cc1,-3%,11%,5.3%,-1%,36%,
Cc1ccc(CC(=O)NCCCc2ccccc2)cc1,-2%,4%,0.0%,11%,22%,

# Reprinted from the part before: six compounds, followed by the next part.
SMILES,Salmonella PhoP GFP,H37Rv inhibition,inhibitors of VEEV,influenza NS1A,M. tuberculosis,others
CC(=O)c1ccc(NC(=S)NNC(=O)NC2CCCCC2)cc1,5%,2%,1.7%,2%,9%,
COc1ccccc1C(=O)Nc1ccc2ccccc2c1,4%,2%,2.2%,-2%,-2%,
O=C1c2ccccc2C(=O)C1c1ccc(O)cc1,-12%,8%,4.5%,4%,24%,
CN(c1ccccc1)S(=O)(=O)c1cc(C(=O)N2CCN(c3ncccn3)CC2)ccc1Cl,.,4%,?,5%,4%,
NS(=O)(=O)c1ccc(NC2=CC(=O)C(=O)c3ccccc32)cc1,-3%,11%,5.3%,-1%,36%,
Cc1ccc(CC(=O)NCCCc2ccccc2)cc1,-2%,4%,0.0%,11%,22%,
Cc1noc(C)c1CSc1nnc2n(-c3ccccc3)c(=O)c3ccccc3n12,3%,-1%,0.3%,3%,11%,
O=C1CCCC2=C1C(c1ccc(OS(=O)(=O)c3ccc(Cl)cc3)cc1)C1=C(CCCC1=O)O2,5%,14%,i,-3%,18%,
COc1ccc(C(=O)C2CCCN(C(=O)c3ccc(F)cc3)C2)cc1OC (stereo not given),-6%,0%,7.4%,-3%,1%,
CC(C)Cc1nnc(NC(=O)CCC(=O)NC2CCCCCCC2)s1,-11%,10%,0.8%,4%,15%,
Cc1ccc(/C=N/NC(=O)c2cccs2)cc1[N+](=O)[O-],-2%,-1%,1.4%,5%,20%,
O=C(COC(=O)c1n[nH]c2ccccc12)Nc1ccccc1Br,.,8%,9.6%,1%,20%,
CCc1cccc(CC)c1NC(=O)NC1CCCCC1,-3%,0%,1.8%,-3%,0%,
O=C(O)C1=C[C@@H](C2CC2)C[C@@H](OCCCCO)O1,-1%,5%,3.6%,2%,-7%,
CC(=O)N(Cc1cc(=O)[nH]c2ccccc12)c1ccc(C)cc1C,-6%,-7%,0.1%,-3%,-1%,
COc1ccc(N2CCN(c3ncnc4scc(-c5ccc(F)cc5)c34)CC2)cc1,-7%,-5%,4.0%,9%,32%,
Cc1ccccc1NC(=O)CCN1CCCCCC1,-8%,5%,5.5%,-4%,13%,
COC(=O)[C@@H]1CCCN1C(=O)c1cc(COc2cccc3cccnc23)on1,1%,-15%,6.8%,-3%,0%,
CCCn1nnnc1SCC(=O)N1CCN(C(=O)c2ccco2)CC1,-10%,3%,0.6%,-7%,-6%,
O=C1c2cccnc2C(=O)N1Cc1ccc2c(c1)OCO2,-11%,-1%,2.6%,10%,10%,
COc1cccc(OC)c1C(=O)OCC(=O)NCC(C)C,3%,-3%,1.6%,0%,-12%,
COC(=O)CCC(=O)Nc1sc(C)c(C)c1C(N)=O,-8%,-4%,0.2%,6%,18%,
CC(C)(C)C(=O)Nc1nnc(COc2ccc(Cl)cc2)s1,6%,1%,0.6%,2%,3%,
O=[N+]([O-])c1ccc(S(=O)(=O)NCC(c2ccco2)N2CCc3ccccc3C2)cc1 (stereo not given),7%,4%,1.7%,-3%,17%,
Cc1ccc(C23CCC(=O)N2C(C(=O)O)CS3)c(C)c1 (stereo not given),-5%,-4%,2.0%,-1%,-5%,
Cc1ccc(C2NC(=O)NC(O)(C(F)(F)F)C2C(=O)c2cccs2)o1 (stereo not given),0%,-2%,2.7%,-25%,39%,
CCCCn1c(N)c(N(CCOC)C(=O)COC(=O)c2ccccc2OCC)c(=O)[nH]c1=O,-14%,-11%,2.4%,21%,-9%,
Cc1nn(-c2ccccc2)c2c1C(c1ccc(Cl)cc1)N(c1ccccc1)C(=O)N2 (stereo not given),-6%,?,1.0%,-1%,11%,
O=C(CN1c2ccccc2Sc2ccccc21)N/N=C/c1ccc([N+](=O)[O-])cc1,2%,17%,0.9%,-4%,28%,
CC(=O)N1CCN(c2ccc(NC(=O)c3cccc([N+](=O)[O-])c3)cc2)CC1,-2%,-2%,0.1%,-1%,-1%,
COc1ccccc1NC(=O)Nc1nc(CC(=O)Nc2ccc(F)cc2)cs1,6%,-3%,9.9%,-9%,0%,
Nc1cc(N)nc(SCC(=O)NCC2CCCO2)n1 (stereo not given),20%,-6%,i,-1%,1%,
CC(=O)c1c(C)[nH]c(C(=O)Nc2ccc(C)cn2)c1C,-10%,-8%,9.4%,0%,.,
O=S(=O)(Nc1ccncc1)c1ccccc1,0%,2%,i,0%,-10%,
O=C(Nc1ccccc1)Nc1ccc(F)c([N+](=O)[O-])c1,11%,47%,4.4%,0%,59%,
Cc1noc(C)c1S(=O)(=O)N1CCC(C(=O)N2CCC(N3CCCCC3)CC2)CC1,-2%,-6%,1.4%,-120%,-13%,
CCOc1cccc(/C(O)=C2/C(=O)C(=O)N(CCN3CCOCC3)C2c2cccnc2)c1 (stereo not given),-2%,-7%,0.6%,1%,.,
c1ccc(-c2cnc(-c3ccccc3)nc2)cc1,17%,-1%,0.8%,-1%,-8%,
CCSc1ccc([C@@H]2[C@@H]3C(=O)N(CC)C(=O)[C@@H]3[C@]3(C(=O)OC)CCCCN23)cc1,8%,2%,0.4%,4%,-6%,
CCC(=O)Nc1cccc(C2=NOC3(C2)C[C@@H](C(N)=O)N(C(=O)COc2ccc(Cl)cc2)C3)c1 (stereo not given in full),2%,5%,0.3%,-1%,-1%,
COc1ccccc1C(=O)COC(=O)CNC(=O)c1ccc(Br)o1,1%,-1%,1.5%,-6%,10%,
CCOC(=O)N1CCN(Cc2nc3cc(NC(=O)c4cccs4)ccc3n2C)CC1,-17%,-4%,6.8%,-12%,10%,
O=C(CSc1ccc(Cl)cc1)N1N=CCC1c1ccccc1 (stereo not given),4%,1%,3.0%,-20%,10%,
C=CCNC(=O)c1csc(-c2ccccc2)n1,-4%,-1%,1.6%,0%,12%,
COc1cc(CN2CCN(C(=O)c3cccc4ccccc34)CC2)cc(OC)c1OC,-1%,-1%,0.2%,-4%,-10%,
CCOc1ccccc1NC(=O)C(=O)CC(=O)c1cccc(OC)c1,-2%,-3%,6.4%,12%,?,
COCCCn1c(SCC(=O)Nc2cccc(C(=O)OC)c2)nnc1-c1ccncc1,-3%,-6%,2.4%,-7%,9%,
CN(C)S(=O)(=O)Oc1ccsc1C(=O)Nc1ccccc1Cl,10%,4%,0.4%,3%,27%,
O=C(Nc1scc(-c2cccs2)c1C(=O)O)c1cccs1,-26%,9%,1.3%,-1%,33%,
CCOC(=O)Nc1ccc(NS(=O)(=O)c2ccc(C)cc2)cc1,-3%,-2%,5.1%,1%,4%,
O=S(=O)(NCCS(=O)(=O)N1CCN(c2ccccc2)CC1)c1ccc(F)cc1,-4%,7%,3.1%,2%,2%,
CCCC(=O)Nc1nc(C)c(-c2csc(Nc3cc(OC)ccc3OC)n2)s1,-10%,?,9.9%,8%,-3%,
Cc1ccc2cccc(SCC(=O)Nc3ccc(F)cc3)c2n1,-3%,3%,0.9%,-5%,5%,
O=C1c2ccccc2C(=O)N1COc1ccc(S(=O)(=O)N2CCOCC2)cc1[N+](=O)[O-],6%,7%,1.3%,-4%,-4%,

# As a working copy, some entries already given.
SMILES,Salmonella PhoP GFP,H37Rv inhibition,inhibitors of VEEV,influenza NS1A,M. tuberculosis,others
Cc1ccc2cccc(SCC(=O)Nc3ccc(F)cc3)c2n1,-3%,3%,0.9%,-5%,5%,
O=C1c2ccccc2C(=O)N1COc1ccc(S(=O)(=O)N2CCOCC2)cc1[N+](=O)[O-],6%,7%,1.3%,-4%,-4%,

# Following part:
SMILES,Salmonella PhoP GFP,H37Rv inhibition,inhibitors of VEEV,influenza NS1A,M. tuberculosis,others
Cc1cc(C(=O)OCC(=O)N2CCc3ccccc32)c(C)o1,1%,1%,1.8%,-13%,1%,
CC1(C)Oc2ccc3ccc(=O)oc3c2C(N2CCCCC2)C1O (stereo not given),1%,-14%,1.2%,0%,22%,
CC(=O)N/C(=N/c1nc(C)cc(C)n1)Nc1ccc(C)cc1Cl,.,.,i,19%,.,
Cc1ccc(C(=O)OC(C)C(=O)NC2CCCCC2C)cc1S(=O)(=O)N1CCOCC1 (stereo not given),-7%,-22%,7.8%,-10%,-6%,
O=[N+]([O-])c1cc(Br)c(O)c(C=Nc2ccc(N3CCOCC3)cc2)c1,7%,13%,0.5%,2%,7%,
Cc1ccc(Nc2c(-c3ccc(N4CCOCC4)cc3)nc3ncccn23)c(C)c1,-3%,0%,7.9%,3%,.,
COc1ccccc1OCC(=O)Nc1nnc(-c2ccco2)s1,.,.,2.1%,-5%,.,
Cc1cccc(C(=O)NCc2nnc(SCC(=O)NC(C)c3ccccc3)n2C)c1 (stereo not given),-10%,-3%,1.1%,8%,-25%,
CC(C)(C)c1cc(C(=O)N/N=C/c2ccc(F)cc2)n(-c2ccccc2)n1,-10%,-6%,2.8%,-10%,39%,
COc1cc(CNCCN(C)C)c(Br)cc1OC1CCCC1,11%,?,0.1%,20%,?,
